High-throughput results as filed in PubChem.
14-3-3g Raf – 14-3-3 gamma protein interaction modulation; FP, 14-3-3gamma / TMR-pS259-Raf peptide binding; inhibition, % at 40 µM; 160,000 compounds, 0.19% hits; AID 422; in the data active means inhibition above about 30%;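 further: 0% = protein plus tracer without compound and 100% = blank with tracer alone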
Target sequence (P61981 whole entry, looked up): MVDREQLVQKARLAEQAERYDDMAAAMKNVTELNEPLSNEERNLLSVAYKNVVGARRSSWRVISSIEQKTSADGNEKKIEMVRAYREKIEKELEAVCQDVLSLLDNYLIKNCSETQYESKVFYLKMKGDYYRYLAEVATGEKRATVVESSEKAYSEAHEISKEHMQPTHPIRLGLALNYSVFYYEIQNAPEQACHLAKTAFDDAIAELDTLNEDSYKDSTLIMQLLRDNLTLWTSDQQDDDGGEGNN
Starred values were filed as active, the others as inactive; & = joins results of further samples.

14-3-3g Raf	molecule
-5	O=C(Nc1cccc2ccccc12)C1Cc2ccccc2CN1S(=O)(=O)c1ccc(F)cc1 (configuration not stated)
3	Cc1cccc(NC(c2ccc(Br)cc2)c2ccc3cccnc3c2O)n1 (configuration not stated)
0	Cc1n[nH]c(C)c1S(=O)(=O)N1CCC(C(=O)N(C)Cc2ccccc2)CC1
-4	COc1ccc(-c2noc(CCC(=O)Nc3ccc(C(C)C)cc3)n2)cc1
-1	CCOC(=O)C1=C(c2ccccc2)Nc2ncnn2C1c1ccccn1 (configuration not stated)
-6	O=C(C1CCC(CNS(=O)(=O)c2ccc(Br)s2)CC1)N1CCN(c2cccc(Cl)c2)CC1 (configuration not stated)
-7	Cc1ccc(OCC(=O)Nc2ccc(CC#N)cc2)cc1C
-1&-12	CCOC(=O)CN1C(=O)COc2ccc(Cl)cc21
-10	O=C1c2cccc3cccc(c23)C(=O)N1CC1CCN(S(=O)(=O)c2cccs2)CC1
-19	COc1cccc(-c2csc(N3CCN(S(=O)(=O)c4ccc(F)cc4)CC3)n2)c1
-1	COCc1cc(C)nc2sc(C(=O)N3CCN(c4ccccc4)CC3)c(N)c12
1	Nc1nn(S(=O)(=O)c2cccc3nsnc23)cc1-c1ccc(Br)cc1
4	Cc1cccn2c(=O)c3cc(C(=O)NCc4ccccn4)n(C)c3nc12
5	Fc1ccccc1CSc1nnc2c(n1)OC1(CCCC1)Nc1ccccc1-2
-17	CCOc1ccccc1N1CCN(S(=O)(=O)c2ccc(C3CCCCC3)cc2)CC1

Some of the entries above in another layout.
Molecule | 14-3-3g Raf
Cc1n[nH]c(C)c1S(=O)(=O)N1CCC(C(=O)N(C)Cc2ccccc2)CC1 | 0
COc1ccc(-c2noc(CCC(=O)Nc3ccc(C(C)C)cc3)n2)cc1 | -4
CCOC(=O)C1=C(c2ccccc2)Nc2ncnn2C1c1ccccn1 (configuration not stated) | -1
O=C(C1CCC(CNS(=O)(=O)c2ccc(Br)s2)CC1)N1CCN(c2cccc(Cl)c2)CC1 (configuration not stated) | -6
Cc1ccc(OCC(=O)Nc2ccc(CC#N)cc2)cc1C | -7
CCOC(=O)CN1C(=O)COc2ccc(Cl)cc21 | -1&-12
O=C1c2cccc3cccc(c23)C(=O)N1CC1CCN(S(=O)(=O)c2cccs2)CC1 | -10

Remaining list, next part:
14-3-3g Raf	molecule
-1&-12	Cn1c(=O)oc2cc(S(=O)(=O)N3CCN(C(=O)c4ccco4)CC3)ccc21
-1&3	Cn1c(CCCNC(=O)c2ccccc2)nc2ccccc21
7	O=C(Nc1ccccc1)N1CCCC2CCCCC21 (configuration not stated)
-12	CC(=O)c1c(C)oc2ccc(N(C(C)=O)S(=O)(=O)c3ccc(Cl)cc3)cc12
1	COc1ccc(C(=O)Cn2c(N3CCOCC3)nc3c2c(=O)n(C)c(=O)n3C)cc1
-11	CN(Cc1ccccc1)S(=O)(=O)c1ccc2[nH]cc(C(=O)O)c(=O)c2c1
-7	O=C1CSC(c2ccccc2Br)N1c1cc(Cl)ccc1O (configuration not stated)
-3	O=c1c2cc(F)ccc2[nH]c(=S)n1CCc1c[nH]c2ccccc12
-9	COC(=O)COc1ccc(S(=O)(=O)NCc2ccncc2)cc1
2	CCOc1ccc2c(c1)-c1c(sn(-c3ccc(Br)cc3)c1=S)C(C)(C)N2
-43	COc1ccc(Nc2c3c(nc4ccc(C)cc24)CCC3)cc1
-1	c1ccc(-c2nn3c(-c4ccccc4)nnc3s2)cc1
-11&2	COc1ccc(-n2nc(C(=O)O)c3ccccc3c2=O)c(OC)c1
-14	Cc1[nH]c2ccccc2c1C=Cc1nc2ccccc2c(=O)n1-c1cccc([N+](=O)[O-])c1
-11	Cc1cnn(C(=O)c2oc3ccccc3c2C)c1
-5	CCc1cccc(NC(=O)c2cc3cc4ccc(C)cc4nc3s2)c1
-6	O=C(NCc1cccnc1)C(=O)Nc1ccc(Cl)c(C(F)(F)F)c1
1	CC1=C(C(N)=O)C(c2cccc(Br)c2)n2nc(SCc3ccccc3)nc2N1 (configuration not stated)
-2&-8	O=C(NCc1ccc2c(c1)OCO2)C1CCCN(S(=O)(=O)c2cccs2)C1 (configuration not stated)
-6	COc1ccc2cc(S(=O)(=O)NCCC34CC5CC(CC(C5)C3)C4)ccc2c1
-3	NC(=O)CSc1nc2sc3c(c2c(=O)n1CCc1ccccc1)CCCC3
-4	Cc1ccccc1C(=O)Nc1ncc(S(=O)(=O)c2ccc([N+](=O)[O-])cc2)s1
-43	CC(=O)C1=C(O)C(=O)N(c2nc3ccccc3s2)C1c1ccccc1Cl (configuration not stated)
2&-5	O=C(NC1CCCCCC1)C1c2ccccc2C(=O)N1CCCN1CCOCC1 (configuration not stated)
3	Cc1ccc(S(=O)(=O)NCC(Nc2cccc(Cl)c2)c2ccccc2)cc1 (configuration not stated)
-3	O=C(Nc1cnc2ccccc2c1)c1cccc(-n2cnnn2)c1
-1	O=S(=O)(c1ccc(Cl)cc1)N1CCN(Cc2ccccc2C(F)(F)F)CC1
3	CCOC(=O)c1cccc(NC(=O)CSc2nc3ccccc3c(=O)n2CC)c1
8	CCc1c(C)sc(NC(NC(=O)c2ccco2)(C(F)(F)F)C(F)(F)F)c1C#N
-8	Cc1ccc(N2C(=O)C3Cc4ccccc4CN3C2=S)cc1C (configuration not stated)
1	CCc1cccc(CC)c1N(COC)C(=O)Cn1nnc2ccccc21
-8	CCCCn1c(=O)[nH]c(=O)c2c1nc(-c1ccncc1)n2CCOC
-10	Clc1ccc(Nc2c(-c3ccccn3)nc3ccc(Cl)cn23)cc1
-1	CCOc1ccc(NC(=O)CSc2cn(Cc3ccccc3Cl)c3ccccc23)cc1
2	CCOc1ccc(S(=O)(=O)NCCC(=O)OC(C)C(=O)N2CCc3ccccc32)cc1 (configuration not stated)
-3	CCC(Sc1nc(-c2cccs2)nc2c1c(=O)n(C)c(=O)n2C)C(=O)OC (configuration not stated)
-4	CC1(C)CC(=O)C2=C(C1)OC(N)=C(C#N)C21CCN(C(=O)OCc2ccccc2)CC1
-9	CCn1c2ccccc2c2cc(C3C(C#N)=C(C)NC(C)=C3C#N)ccc21
-18	Nc1ccccc1Nc1c(N)c(=O)oc2ccccc12
-6	COc1ccc(C2C(C(=O)Nc3ccc4c(c3)OCCO4)CCC(=O)N2c2ccc(OC)cc2)cc1 (configuration not stated)
4	O=c1[nH]c(CN2CCCC3(CCCCC3)C2)nc2c1C1(CCCCC1)Cc1ccccc1-2
-14	C=CCNC(=O)c1c[nH]c2ccc(S(=O)(=O)N(C)c3ccc(F)cc3)cc2c1=O
0	CCN(CC)C(=O)c1cc2c(n(-c3ccccc3)c1=O)CCCC2=O
9&-1	CS(=O)(=O)N(Cc1ccco1)CC(O)Cn1c2ccccc2c2ccccc21 (configuration not stated)
-2	CCOc1ccccc1N1CCN(S(=O)(=O)c2cccc3nsnc23)CC1
-2	Cc1ccc(S(=O)(=O)N(C)CCCC(=O)NCc2ccc3c(c2)OCO3)cc1
-12	Cc1cc(NC(=O)c2ccc([N+](=O)[O-])c(C)c2)ccc1-c1cc2ccccc2oc1=O
-2	Cc1cc([N+](=O)[O-])ccc1N1C(=O)C2C(c3ccccc3)OC3(C(=O)c4ccccc4C3=O)C2C1=O (configuration not stated)
6	CCC12CN3CC(CC)(CN(C1)C3c1ccc(C)cc1)C2=O (configuration not stated)
-6	Cc1c(NC(=O)CC2CC(C)OC2=O)c(=O)n(-c2ccccc2)n1C (configuration not stated)
-7	O=C(Nc1ccccc1Cl)c1ccc(F)c(S(=O)(=O)NCc2ccco2)c1
-33	COc1cc(-c2nc3cc(C)ccn3c2N=Cc2cc(Br)ccc2O)ccc1O
0	CCCCC(CC)CNC(=O)CN1C(=O)c2ccccc2C1=O (configuration not stated)
-4	CN(C(=O)COC(=O)c1nc(-c2ccccc2)n(-c2ccccc2)n1)C1CCS(=O)(=O)C1 (configuration not stated)
1	Cc1cc(C(=O)NCc2ccccc2F)c2ccccc2n1
-49	COc1cc(OC)c(N(C)C(=O)c2cn(C)c(=O)c3cc(OC)c(OC)cc23)cc1Cl
1	C=CCn1c(COc2ccc(Cl)cc2)nnc1SCC(=O)NCC(=O)OCC
-6	COC(=O)c1ccccc1NC(=O)NCc1ccccn1
1	Cc1cccc(NC(=O)c2ccccc2I)c1
-3	O=S(CC(O)COCc1ccc(Cl)cc1)c1ccccn1 (configuration not stated)

Filtered by structure: the compounds so far containing a COOH group
14-3-3g Raf	molecule
-11	CN(Cc1ccccc1)S(=O)(=O)c1ccc2[nH]cc(C(=O)O)c(=O)c2c1
-11&2	COc1ccc(-n2nc(C(=O)O)c3ccccc3c2=O)c(OC)c1

Additional entries:
14-3-3g Raf	molecule
-11	CCOCCCn1c(=N)c(C(=O)NCc2ccccc2)cc2c(=O)n3cccc(C)c3nc21
-7	CCOC(=O)N1CCN(C(=O)CSc2nc3c(c(=O)n2-c2ccccc2OC)SCC3)CC1
-7	C=CCNC(=O)c1cc(-c2cccs2)on1
1	CC(C)(C)C1(O)CC(C(F)(F)F)=NN1C(=O)CCCc1ccccc1 (configuration not stated)
0	CCOC(=O)c1cnn(-c2nc(CC)nc3sc4c(c23)CCC4)c1N
-7	Cc1ccc(S(=O)(=O)N(C)CC(=O)N2CCc3ccccc32)cc1
-13	Cc1cccc(NC(=O)CNS(=O)(=O)c2cccs2)c1
-2	CC1CCN(CCCNC(=O)c2cc(-c3ccccn3)nc3ccc(S(=O)(=O)N4CCC(C)CC4)cc23)CC1
4	Cc1cc(C)cc(Nc2ncnc3c2cnn3-c2ccccc2)c1
-4	O=C(CN1CCN(Cc2ccc3c(c2)OCO3)CC1)N1CCc2[nH]c3ccccc3c2C1
-1	CC1CC(Nc2ccccc2)c2ccccc2N1C(=O)c1cccc(Br)c1 (configuration not stated)
-1	COc1ccc(OCC(=O)Nc2cccc(C(C)=O)c2)cc1
37*	COc1ccc(/C(O)=C2\C(=O)C(=O)N(CCCn3ccnc3)C2c2ccccc2F)cc1 (configuration not stated)
-1&3	Cc1c(NC(=O)CCN2C(=O)c3ccccc3C2=O)c(=O)n(-c2ccccc2)n1C
1	CC(C)c1nnc(NC(=O)CCC(=O)N2CCN(C3CCCCC3)CC2)s1

Some of the entries so far, as labelled records:
> Clc1ccc(Nc2c(-c3ccccn3)nc3ccc(Cl)cn23)cc1
  14-3-3g Raf: -10
> CCOc1ccc(NC(=O)CSc2cn(Cc3ccccc3Cl)c3ccccc23)cc1
  14-3-3g Raf: -1
> CCOc1ccc(S(=O)(=O)NCCC(=O)OC(C)C(=O)N2CCc3ccccc32)cc1 (configuration not stated)
  14-3-3g Raf: 2
> CCC(Sc1nc(-c2cccs2)nc2c1c(=O)n(C)c(=O)n2C)C(=O)OC (configuration not stated)
  14-3-3g Raf: -3

More compounds:
14-3-3g Raf	molecule
-58	COc1ccc2cc3cc(C(=O)Nc4cc(Cl)ccc4OC)sc3nc2c1
2	O=C(COc1ccc(Cl)cc1)Nc1ccc(-c2nc3ncccc3o2)cc1
-6	COc1ccc(C2C(C(=O)N3CCN(c4ccccn4)CC3)c3ccccc3C(=O)N2C)cc1 (configuration not stated)
-2	O=C(O)c1ccccc1C(=O)n1cnc2ccccc21
-16	O=C(Nc1nc(-c2ccc(Br)s2)cs1)c1ccc(S(=O)(=O)N2CCCCC2)cc1
0	CCOC(=O)c1c(-c2ccc(C)cc2C)csc1NC(=O)c1ccccc1Cl
-3&-15	O=C(NCCN1CCN(c2ccccc2)CC1)c1cccn2c(=O)c3cc(Cl)ccc3nc12
-8	CCOC(=O)c1cnc2c(C)c(Cl)ccc2c1NCc1cccnc1
-1	CC(C)COC(=O)C1C2C=CC3(CN(C(C)c4ccc(Br)cc4)C(=O)C13)O2 (configuration not stated)
-6	O=C(NCCN1CCOCC1)c1cc(=O)[nH]c2ccc(S(=O)(=O)N3CCCC3)cc12
-3	CC1CCCCN1C(=O)c1cc2nc(-c3ccc(Cl)cc3)cc(C(F)(F)F)n2n1 (configuration not stated)
1	Cc1ccc(S(=O)(=O)N2CCCC(C(=O)N3CCC(Cc4ccccc4)CC3)C2)cc1 (configuration not stated)
6	O=C(NCc1ccco1)c1cccc(-c2nnc(-c3ccccc3)o2)c1
2	CN(C)c1ccc(C(O)Cc2nc3ccccc3n2C)cc1 (configuration not stated)
5	CC1=C(C(=O)OC2CCCC2)C(c2ccc([N+](=O)[O-])cc2)C2=C(CC(c3ccccc3)CC2=O)N1 (configuration not stated)
1	Oc1ccc(C2=Nn3c(nnc3-c3ccccc3Cl)SC2)cc1O
-7	CCOC(=O)C1C(=O)CC(C)(O)C(C(=O)OCC)C1c1cccs1 (configuration not stated)
-4	CC(=O)C1=C(O)C(=O)N(CCN2C(=O)C(O)=C(C(C)=O)C2c2ccccc2)C1c1ccccc1 (configuration not stated)
7	CCN(CC)S(=O)(=O)c1ccc(C(=O)N2CC(=O)Nc3ccc(F)cc3C2c2ccccc2)cc1 (configuration not stated)
-1	CC(C)COc1ccc(C(=O)N2N=C(C(F)F)CC2(O)C(F)F)cc1 (configuration not stated)
-7	COc1ccc2[nH]c(=O)c(C(c3nnnn3C(C)(C)C)N(Cc3ccco3)CC3CCCO3)cc2c1 (configuration not stated)
-7	COC(=O)CNC(=O)c1sc2ncn(CC(=O)N3CCCCC3)c(=O)c2c1C
4	CC(=O)Nc1ccc(SCC(=O)c2cc(C)n(Cc3cccs3)c2C)cc1
-4	O=c1c2cc(N3CCOCC3)ccc2[nH]c(=S)n1CCc1ccccc1Cl
-5	CC(=O)Nc1ccc(N2C(=O)C3C4C=CC(CC4)C3C2=O)cc1 (configuration not stated)
2	COc1ccc(C(=O)CC(=O)C(=O)Nc2ccccc2Br)cc1
-6&-3	NS(=O)(=O)c1ccc(CNC(=O)NC2(c3ccccc3)CC2)cc1
0	Cc1ccc(N(CC(O)CN2CCOCC2)S(=O)(=O)c2ccc3ccccc3c2)cc1 (configuration not stated)
-44	Cn1c(Nc2ccc(Br)cc2)cc(=O)n(C)c1=O
-4	CC1=C(C(=O)Nc2cccc(C(F)(F)F)c2)C(c2cccc([N+](=O)[O-])c2)C2=C(CCCC2=O)N1 (configuration not stated)
0	CCCOC(=O)c1ccc(Oc2c(-c3ccc(OCC)cc3O)n[nH]c2C)cc1
-2	CCOc1ccc2c(=O)c(-c3nc4ccccc4s3)coc2c1

This is a subset. The share of hits here may be higher or lower than overall.
